aSyn yeast inh – qHTS of alpha-syn Inhibitors | Yeast expressing alpha-synuclein, growth rescue, BacTiter-Glo, 24 h | Potency, µM (top dose mostly 46.1 µM), without a hit: at the highest dose growth rescue (activation), actives largely listed as activators | 370,000 tested, 0.14% active; further: potency means the concentration at half of the fitted maximal effect; % of control where 0% means no effect; nearly all actives have a fitted effect of over 65% in size
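Readout is rescue of growth in alpha-synuclein-expressing yeast, so inhibitors of toxicity appear as activators. Growth after 24 hr at 30 deg C in galactose medium is quantified by luminescence.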
FUS suppressor – qHTS for Suppressors of FUS Proteinopathy: Primary screen using FUS-linked yeast assay | 390,000 tested, 0.24% active | S. cerevisiae FUS-expressing, growth rescue, OD600, 24 h | AID 1347120, 2019 | Potency, µM (doses to about 76.6 µM), without a hit: at the highest dose growth rescue (activation), most hits filed as activators;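 further: potency means the concentration at half of the fitted maximal effect; plate controls were DMSO vehicle for no effect and reference control for full effect; nearly all actives have a fitted effect of over 55% in size; some results filed as inactive show a strong effect at the top dose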
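Galactose (2%) drives FUS expression in yeast precultured in raffinose; seeding density OD 0.005. Test compounds incubated 24hr at 30C and 99% humidity before absorbance at 600 nm was measured.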
Akt phos inh – HTS Assay for Inhibitors of Akt Phophorylation: Primary Screen | 360,000 tested, 0.32% active | activity change, % for hits at 50 µM | Neuro2A IGF-stimulated pAkt S473 HTRF, 20 min; hits give low values; in the data active means activity change below about -80%; inconclusive means mostly about -51% to -80%; further: on the % scale 0 is the no-effect control and ±100 the full control effect
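Neuro2A cells (4,500/well, DMEM with 0.5% FBS) were treated with compound at a single 50 µM final concentration, stimulated with 6 nM IGF for 20 min at 37 °C, and lysed. Phospho-Akt Ser473 was read by HTRF as 665/615 ratio ×10^4.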
Abeta yeast res – qHTS for compounds that reverse cellular toxicity of Amyloid beta (A-beta) peptide in yeast: Primary Screen | 410,000 tested, 0.063% active | Potency, µM (doses to about 46.1 µM), without a hit: at the highest dose growth rescue, usual class: activators | yeast expressing A-beta42, growth rescue, OD600, 48 h; response scale: 0% DMSO, 100% iron-clioquinol control; further: potency means the concentration at half of the fitted maximal effect; nearly all actives have a fitted effect of over 55% in size
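Yeast growth medium received pinned compounds, then yeast cells expressing toxic A-beta were added; plates incubated at 30 C for 48 hr. Growth read as absorbance at 600 nm, normalized to DMSO and equimolar FeCl3 plus clioquinol controls.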
MmCpn inh – Inhibitors of TCP-1 ring complex (TRiC) of Methanococcus maripaludis (MmCpn): qHTS. Chaperonin Mm-Cpn (Methanococcus maripaludis). purified Mm-Cpn ATPase, ADP Transcreener TR-FRET. Potency, µM (doses to about 76.9 µM), without a hit: at the top dose activity, negative = inhibition, most hits filed as inhibitors. 330,000 tested, 0.031% active. AID 504842, 2011; further: potency means the concentration at half of the fitted maximal effect; on the % scale 0 is the no-effect control and ±100 the full control effect; nearly all actives have a fitted effect of over 80% in size
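ATP (10 uM final) was added to archaeal chaperonin (25 nM final) after 10 min exposure to test compound at 37°C; after 30 min further incubation, ADP was detected by competitive TR-FRET.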
TDP-43 yeast inh – qHTS of TDP-43 Inhibitors; 410,000 tested, 1.8% active; TDP-43 expressing yeast growth rescue, BacTiter-Glo, 24 h; Potency, µM (doses to about 46.1 µM), inactives show at the top dose growth rescue (activation), hits mostly activators; further: potency means the concentration at half of the fitted maximal effect; % of control where 0% means no effect; nearly all actives have a fitted effect of over 50% in size
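In this qHTS, compounds that restore growth of yeast expressing TDP-43 appear as activators. Cells (OD600=0.02, galactose medium, raffinose-pregrown) are incubated with compound 24 hr at 30 deg C and growth is quantified by BacTiter-Glo.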
GLP-1R inv ag – qHTS of GLP-1 Receptor Inverse Agonists (Inhibition Mode); Glucagon-like peptide 1 receptor (Homo sapiens), P43220; HEK293 GLP-1R CRE-luciferase, luminescence, 24 h; GLP-1R form is constitutively active; Potency, µM (highest dose often 38.3 µM), for the others: at the top dose activity change, negative = inhibition, usual class: inhibitors; 410,000 tested, 1.6% active; AID 624417, 2012; further: potency means the concentration at half of the fitted maximal effect; on the % scale 0 is the no-effect control and ±100 the full control effect; nearly all actives have a fitted effect of over 55% in size
Target sequence (P43220 whole entry, looked up): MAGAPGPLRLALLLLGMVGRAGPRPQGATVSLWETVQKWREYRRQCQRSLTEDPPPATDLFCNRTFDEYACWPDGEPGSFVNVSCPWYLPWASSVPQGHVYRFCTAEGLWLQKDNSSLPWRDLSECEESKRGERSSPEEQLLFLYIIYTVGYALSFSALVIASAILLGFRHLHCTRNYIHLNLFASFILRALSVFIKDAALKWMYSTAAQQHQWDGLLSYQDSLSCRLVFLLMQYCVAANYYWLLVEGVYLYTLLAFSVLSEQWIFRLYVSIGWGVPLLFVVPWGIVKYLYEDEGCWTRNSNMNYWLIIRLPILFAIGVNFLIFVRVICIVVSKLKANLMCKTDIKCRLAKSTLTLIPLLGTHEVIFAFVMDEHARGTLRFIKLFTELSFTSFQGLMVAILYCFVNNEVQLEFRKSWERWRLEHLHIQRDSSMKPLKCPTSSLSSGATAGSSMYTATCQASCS
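Inverse agonists were sought by their lowering of basal cAMP reporter luciferase output in HEK293 cells stably carrying constitutively active human GLP-1R, after 24 h compound treatment.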
HEK293 tox – qHTS of GLP-1 Receptor Inverse Agonists: Cytotox Screen; HEK293 cAMP-luciferase reporter cells, luminescence, 24 h; Potency, µM (top dose mostly 38.3 µM), for the others: at the top dose activity change, negative = inhibition, actives largely listed as inhibitors; 410,000 tested, 0.13% active; AID 624418, 2012;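 further: loss of luciferase light is scored as toxicity; potency means the concentration at half of the fitted maximal effect; on the % scale 0 is the no-effect control and ±100 the full control effect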
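Here, cytotoxicity is scored as loss of luminescence. The MLSMR collection was tested on cells seeded in medium containing 10% Nu serum, with a 24 hr compound exposure preceded by 12 hours of culture.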
PTHR1 ag – qHTS for PTHR1 Agonists: Primary Screen; 410,000 tested, 0.075% active; AID 743266, 2014; Parathyroid hormone/parathyroid hormone-related peptide receptor (Homo sapiens), Q03431; HEK293 GP2 PTHR1 cells, GloSensor cAMP luminescence, 1 h; Potency, µM (titrated, usually from 115 µM), without a hit: at the top dose activation, actives largely listed as activators; further: potency means the concentration at half of the fitted maximal effect; nearly all actives have a fitted effect of over 55% in size; some results filed as inactive show a strong effect at the top dose; inactives centre near -15; many of its hits are not listed in these tables
Target sequence (Q03431 whole entry, looked up): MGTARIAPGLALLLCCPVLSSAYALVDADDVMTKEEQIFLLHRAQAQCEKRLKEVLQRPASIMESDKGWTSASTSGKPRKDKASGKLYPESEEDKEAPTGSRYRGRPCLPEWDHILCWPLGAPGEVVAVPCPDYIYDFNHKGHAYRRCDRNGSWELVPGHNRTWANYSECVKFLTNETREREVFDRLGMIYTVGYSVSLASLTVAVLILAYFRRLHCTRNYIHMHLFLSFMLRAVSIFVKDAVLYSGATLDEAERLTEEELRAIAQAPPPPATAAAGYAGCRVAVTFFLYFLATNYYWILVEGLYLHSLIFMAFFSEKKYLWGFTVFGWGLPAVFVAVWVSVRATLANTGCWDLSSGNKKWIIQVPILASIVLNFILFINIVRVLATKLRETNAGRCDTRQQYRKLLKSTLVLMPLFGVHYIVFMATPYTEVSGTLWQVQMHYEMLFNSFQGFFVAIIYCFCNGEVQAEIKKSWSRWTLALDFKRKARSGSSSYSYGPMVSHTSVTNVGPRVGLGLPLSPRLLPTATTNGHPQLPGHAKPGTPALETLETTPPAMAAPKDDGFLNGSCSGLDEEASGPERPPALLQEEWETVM
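HEK-293-derived GP2 cells expressing PTHR1 and a GloSensor cAMP reporter, 3,000/well, plated overnight, given luciferin plus IBMX (each 0.5 mM as added) for 1 h at 37 °C, then compound for 1 h at 37 °C. Luminescence was read after 15 min at room temperature.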
An asterisk follows results filed as active; i = inactive; ? = inconclusive; . = no result given; [ ] = another dose, or the depositor's remark. Unless noted, the call rests on the fitted dose curve; in most records, active means well fitted curve in the direction sought with a large enough effect; inconclusive means small, poorly fitted or top-dose-only effect, or another doubt; inactive means no such curve, though single readings can be large; an effect the other way counts as inactive or inconclusive. Only part of the results is shown; count on the stated rates, not on these rows.

mol	aSyn yeast inh	FUS suppressor	Akt phos inh	Abeta yeast res	MmCpn inh	TDP-43 yeast inh	GLP-1R inv ag	HEK293 tox	PTHR1 ag
Cc1ccccc1N=C1SC(CC(=O)Nc2ccc3ccccc3c2)C(=O)N1Cc1ccccn1 (configuration not stated)	?	29.4%	i	29.1%	-7.3%	28.2µM*	?	-22.2%	i
COC(=O)c1sccc1Oc1ccc(F)cc1[N+](=O)[O-]	-1.4%	4.3%	i	3.7%	0.1%	6.0%	-7.0%	-4.2%	i
CN(C)/C=C/C(=O)c1cnc(-c2cccc(Cl)c2)s1	-68.6%[inhibitor]	10.3%	i	-94.1%[inhibitor]	0.2%	-94.6%[inhibitor]	-1.4%	-16.9%	-46.7%[inhibitor]
O=C(CCN1C(=O)c2ccccc2S1(=O)=O)Nc1nc2c(s1)CCCC2	12.1%	35.2%	i	7.5%	-1.2%	-9.4%	0.0%	4.2%	i
O=C(NCCCN1CCOCC1)C(=O)N/N=C/c1cccc2ccccc12	-0.3%	-9.4%	i	3.4%	1.8%	-10.4%	3.1%	21.0%	i
CCCn1c(=O)c(C(=O)NCCc2ccc(Cl)cc2)c(O)c2ccccc21	-2.1%	-29.3%	i	-8.6%	-13.7%	8.1%	6.1%	13.9%	-46.8%[inhibitor]
CCCCOC(=O)CSc1n[nH]c(=O)[nH]c1=O	1.8%	-0.3%	-123.8%*	-7.6%	0.1%	4.2%	5.9%	6.7%	i
COc1ccc(-c2cc(C(=O)NCCc3ccccc3)c3c(-c4ccccc4)[nH]nc3n2)cc1OC	.	-9.3%	.	6.7%	.	21.2%	2.1%	2.7%	?
O=P(O)(COc1ccccc1)COc1ccccc1	2.1%	-19.7%	i	1.3%	-0.4%	22.8%	-3.1%	-21.1%	i
CN(C(=O)c1cccc(NC(=O)c2cccs2)c1)c1ccccc1	-15.1%	.	i	6.3%	-0.8%	-5.8%	-7.1%	-5.5%	-26.2%
O=C(Nc1cc(S(=O)(=O)N2CCOCC2)ccc1N1CCOCC1)c1ccccc1[N+](=O)[O-]	-10.3%	14.7%	i	1.5%	-0.4%	11.9%	4.0%	-2.9%	i
C/C(Cn1cnc([N+](=O)[O-])n1)=N/NC(=O)COc1c(Cl)cc(Cl)cc1Cl	-9.6%	-6.0%	i	-11.4%	1.2%	7.3%	-27.4%	-8.3%	-20.0%
CCOC(=O)COc1ccc2c(c1)C(=O)CC1(CCCCC1)O2	-3.7%	31.9%	.	-10.8%	-0.4%	-10.9%	5.3%	5.9%	-9.5%[57.5 µM]
COC(=O)c1ccc(CSc2nc3c(c(=O)n2-c2ccc(F)cc2)SCC3)o1	-2.0%	16.6%	i	-0.7%	-11.9%	?	15.4%	?	-12.8%
CCN1CCN(CCCNC(=O)c2ccc(CS(=O)c3ccc(Br)cc3)o2)CC1 (configuration not stated)	11.1%	-1.1%	i	4.5%	0.7%	-10.1%	-5.4%	-6.3%	i
COC(=O)c1sccc1NC(=O)CC1C(=O)NCCN1C(=O)c1ccc(F)cc1 (configuration not stated)	9.2%	13.8%	i	6.3%	0.5%	21.7%	21.7%	0.2%	i
CCc1ccc(NC(=O)CSc2nc3ccccc3nc2N2CCCCC2)cc1	0.9%	16.7%	i	2.5%	-7.6%	16.3%	?	4.0%	i
O=C(CN1C(=O)CCc2cc(S(=O)(=O)N3CCOCC3)ccc21)Nc1cccc(C(F)(F)F)c1	.	5.7%	.	7.8%	.	0.0%	-25.3%	-2.9%	i
CC(=O)NCc1ccc(S(=O)(=O)N2CCCN(C)CC2)cc1	-1.8%	11.0%	i	-22.7%	0.8%	2.9%	11.3%	-9.1%	-2.6%
Brc1ccc2cccnc2c1	0.5%	-57.7%[inhibitor]	i	13.0%[9.22 µM]	-0.6%	8.7%	3.6%	-5.0%	-8.3%
CCCC(=O)NCC(c1ccc2c(c1)OCO2)N1CCOCC1 (configuration not stated)	.	-6.0%	.	-2.5%	.	3.8%	-1.9%	-2.3%	i
CCC(C)(C)NC(=O)c1ccc2c(c1)N(CC(=O)N1CCCC1)C(=O)C(C)(C)O2	-4.0%	-3.6%	i	6.8%	0.1%	13.4%	11.0%	-10.4%	-23.1%
CC1CCc2c(sc(NC(=O)c3nc4ncccn4n3)c2C#N)C1 (configuration not stated)	0.7%	-13.8%	i	-8.3%	-1.1%	-21.9%	11.9%	2.3%	-7.7%
CC(C)C(=O)Nc1ccc(NC(=O)c2cccs2)cn1	0.3%	-8.6%	i	-5.2%	-2.1%	-9.2%	-13.6%	7.6%	i
CCOC1(/N=C(\C)NS(=O)(=O)c2ccc(Cl)cc2)C(C)=CC(=O)C=C1C	-2.4%	9.3%	i	0.0%	0.6%	0.9%	5.7%	8.0%	i

Next section.
mol	aSyn yeast inh	FUS suppressor	Akt phos inh	Abeta yeast res	MmCpn inh	TDP-43 yeast inh	GLP-1R inv ag	HEK293 tox	PTHR1 ag
CCCOc1ccc(C2C(=O)N(C3CCCCCC3)CC(=O)N2CCC2=CCCCC2)cc1OC (configuration not stated)	.	-5.2%	.	-13.5%	.	-12.4%	7.0%	15.3%	15.3%
CCC(C)n1c(SCc2ccc(C(C)(C)C)cc2)nc2ccsc2c1=O (configuration not stated)	.	21.2%	.	3.2%	.	7.8%	0.9%	19.7%	-2.1%
CCC(C)c1ccc(NC(=O)N2CCN(C(=O)C3CCCO3)CC2)cc1 (configuration not stated)	-2.5%	.	i	6.5%	-1.6%	19.8%	-0.2%	-1.9%	-48.2%
Cc1ccc(C(=O)OC(C)C(=O)N(C)C2CCCCC2)cc1S(=O)(=O)N1CCCCC1 (configuration not stated)	2.1%	36.6%	i	-1.6%	0.7%	5.0%	?	-1.1%	-40.9%[inhibitor]
O=C(Nc1ccc(-n2ccc(C(F)(F)F)n2)cc1)c1cccs1	-5.4%	-17.0%	i	5.1%	-0.7%	6.5%	?	-17.8%	-17.4%
CN(C)CC1CC/C(=C\c2ccc(O)cc2)C1=O (configuration not stated)	-84.5%[inhibitor]	.	i	-83.1%[inhibitor]	.	-92.5%[inhibitor]	?	?	-23.5%
CCCC(=O)N1CCOCC1c1cc(C(=O)Nc2ccccc2)no1 (configuration not stated)	0.9%	-13.5%	i	1.0%	.	15.4%	28.6%	-0.5%	i
COc1ccc(S(=O)(=O)Nc2cc3c(cc2NCc2ccccc2)n(C)c(=O)n3C)cc1OC	.	?	.	-9.6%	.	-10.8%	0.8%	-22.1%	?
CC12CCC(C(=O)O)(c3nc4cc([N+](=O)[O-])ccc4nc31)C2(C)C (configuration not stated)	-2.6%	3.0%	i	-0.7%	1.8%	-15.7%	13.1%	9.8%	i
COc1cccc(C2NC(C)(C(=O)O)C3C(=O)N(C(C)C)C(=O)C23)c1O (configuration not stated)	-3.3%	-1.8%	i	3.0%	0.5%	19.5%	0.7%	2.4%	8.4%
COc1cccc(CNC(=O)C2CCCN(S(=O)(=O)c3ccc4c(ccn4C)c3)C2)c1 (configuration not stated)	.	0.4%	.	-2.1%	.	6.5%	?	-5.6%	-21.9%
O=C1CC(NNC(=O)c2cccc(F)c2)C(=O)N1 (configuration not stated)	-6.8%	-1.8%	i	8.0%	-0.9%	9.2%	4.1%	-11.6%	i
c1ccc(C2CNCCc3ccccc32)cc1 (configuration not stated)	-1.9%	-8.0%	i	0.7%	0.2%	-6.6%	?	4.6%	i
CCCCOc1cccc(C2/C(=C(\O)c3ccc4c(c3)OCCO4)C(=O)C(=O)N2CCN2CCOCC2)c1 (configuration not stated)	1.4%	7.6%	i	2.0%	-3.3%	12.3%	1.2%	-3.3%	-23.7%
COc1ccc(N2CCN(C(=S)Nc3cccc(OC)c3)CC2)cc1	-1.1%	3.1%	i	2.8%	-0.3%	8.4%	16.1%	3.2%	i
COC(=O)c1sccc1NC(=S)OC	-3.6%	12.5%	i	-3.2%	-3.9%	-22.0%	5.1%	-61.5%	i
CCOC(=O)c1sc(=NC(=O)C2CC2)n(C)c1C	5.2%	2.8%	i	-19.8%	-1.2%	18.9%	47.3%[activator]	-7.1%	-8.0%
COc1cccc(/C=N/Nc2nc(Nc3ccccc3)nc(-n3nc(C)cc3C)n2)c1O	?	-9.7%	i	?	2.6%	-23.4%	?	?	-12.1%

Arranged by the number under TDP-43 yeast inh (low to high): three from the list above.
canonical_smiles | TDP-43 yeast inh
COC(=O)c1sccc1NC(=S)OC | -22.0%
CC12CCC(C(=O)O)(c3nc4cc([N+](=O)[O-])ccc4nc31)C2(C)C (configuration not stated) | -15.7%
CCCCOc1cccc(C2/C(=C(\O)c3ccc4c(c3)OCCO4)C(=O)C(=O)N2CCN2CCOCC2)c1 (configuration not stated) | 12.3%
